Bioassay records (PubChem)
RAD52 anneal inh – RAD52 DNA annealing inhibitors, primary screen, biochemical, FRET, single point, set 2. AID 651710, 2012. 360,000 compounds, 0.46% hits. inhibition, % at 18.7 µM. recombinant RAD52 DNA annealing, FRET fluorescence;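 active means every replicate showing at least 50% inhibition; inconclusive means mean inhibition at least 50% but not in every replicate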
Target sequence (P43351 whole entry, looked up): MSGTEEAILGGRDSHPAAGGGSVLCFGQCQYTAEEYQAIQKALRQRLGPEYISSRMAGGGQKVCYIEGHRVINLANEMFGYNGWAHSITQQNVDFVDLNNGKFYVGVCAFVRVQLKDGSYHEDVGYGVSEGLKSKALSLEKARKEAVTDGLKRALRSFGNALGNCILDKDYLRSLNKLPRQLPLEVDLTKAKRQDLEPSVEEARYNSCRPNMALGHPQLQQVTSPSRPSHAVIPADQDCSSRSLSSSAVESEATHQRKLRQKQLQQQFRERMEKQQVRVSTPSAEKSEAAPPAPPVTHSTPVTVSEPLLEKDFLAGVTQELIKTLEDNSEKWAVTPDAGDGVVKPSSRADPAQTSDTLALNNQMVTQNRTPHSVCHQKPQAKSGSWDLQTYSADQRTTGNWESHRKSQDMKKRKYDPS
esBAF inh – Bmi1 luciferase reporter increase in mESCs, primary screen, esBAF inhibitor project, mouse ES cells, Bmi1 luciferase knock-in, single point | AID 602393, 2012 | 350,000 compounds, 2% hits | reporter increase, % at 12.5 µM | 24 h; 100% = twice the neutral-well signal; in the data active means activation above about 40%; inconclusive means no clear call, values can overlap the other calls;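 further: 0% = median of the plate's neutral control wells and 100% = double that signal; a rise in the Bmi1 reporter signal indicates esBAF inhibition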
ARNT TACC3 PPI – disruptors of ARNT/TACC3 protein interaction, primary screen, biochemical, AlphaScreen, single concentration; AlphaScreen His-ARNT PAS-B/GST-TACC3 binding, luminescence; TACC3 fragment carries E629A point mutation; inhibition, % at 9.99 µM; 390,000 compounds, 0.66% hits;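 active means mean inhibition of replicates at least 50% and at least half of replicates each reaching 50%; inconclusive means half or more replicates reach 50% but mean below 50%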;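 further: 0% = complete ARNT plus TACC3 wells and 100% = ARNT alone without TACC3; many hits fall short of the cut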
RAD54 branch – inhibitors of human RAD54 branch migration, primary screen, biochemical, fluorescence, single point; inhibition, % at 10.4 µM; DNA repair and recombination protein RAD54-like (Homo sapiens), Q92698; 360,000 compounds, 0.14% hits; RAD54 Holliday junction branch migration, FAM/BHQ fluorescence;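 active means mean normalized replicate activity at least 40 and at least half of replicates scoring 40 or more; inconclusive means only one of the two criteria met; inactive means mean below 40 and under half of replicates reaching 40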;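 further: 0% = median of neutral control wells and 100% = median of positive control wells; inhibitors cause a drop in the FAM fluorescence signal; in these data hits start at about 50%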
XiGFP reactiv – activators of inactive X chromosome reactivation, primary screen, imaging, XiGFP fibroblasts, GFP high-content imaging, set 2. XiGFP mouse fibroblasts, % GFP-positive cells imaging, 3 d; cells co-treated with 5-aza-dC sensitizer; scaled so ellipticine positive control = 100%. activation, % at 7.58 µM. 360,000 compounds, 0.055% hits. AID 743238, 2013;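 active means mean normalized replicate activation at least 10% and every replicate at or above 10%; inconclusive means only one of the two criteria met; inactive means mean below 10% and not all replicates reach 10%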;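 further: 0% = median of on-plate neutral control wells and 100% = ellipticine 6 µM median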
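Assay system: SV40-immortalized XiGFP fibroblast cells, line 68-5-11; buffer or medium: DMEM plus 5-aza-dC sensitizer; compound: one concentration, pinned; timing: compounds 3 days, fix/stain 15 min at room temperature; benchmarks: positive control ellipticine, 6 µM final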
ERAP1 HTS inh – human ERAP1 aminopeptidase inhibitors, primary screen, biochemical, single point, plate reader; recombinant ERAP1, Leu-AMC fluorescence, 60 min; 340,000 compounds, 0.15% hits; Endoplasmic reticulum aminopeptidase 1 (Homo sapiens), Q9NZ08; inhibition, % at 10.7 µM;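 active means mean replicate inhibition of at least 30%, or all replicates individually reaching that 30% level; inactive means mean below 30% and not every replicate reaching it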;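 further: 0% = neutral control wells and 100% = L-leucinethiol positive control wells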
CFTR F508del cor – F508del CFTR correction, initial screen, CFBE line, single point; 350,000 compounds, 0.36% hits; activity (quench increase), % at 7.58 µM; CFBE cells, YFP halide quenching; stimulated with forskolin plus potentiator P3; % fluorescence drop versus neutral controls;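 active means mean added fluorescence quench of at least 8% versus neutral control, with both replicates also reaching 8%; inconclusive means only one of the mean or replicate conditions met; inactive means mean below 8% and not both replicates reaching 8%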;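 further: cells transiently co-express mutant CFTR-F508del with the halide-sensitive YFP; corrector assay measuring rescue of mutant channel to the surface after 24 h compound exposure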
INS-1E GSIS act – GLuc luminescence reporter in INS-1E cells, primary screen for activators of glucose-dependent secretion of insulin | INS-1E GLuc reporter insulin secretion, 2-3 h | activation, % at 16.6 µM | 370,000 compounds, 0.61% hits;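 active means lowest replicate activation of at least 40%, so every replicate reaches that level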;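 further: 0% = median of neutral control wells and 100% = median of IBMX positive control wells; some compounds called inactive have numbers as strong as hits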
Active calls of the source: *; ? = inconclusive; nt = not tested or not shown; & = joins results of further samples. The list is partial (hit frequency here may not be typical).

SMILES	RAD52 anneal inh	esBAF inh	ARNT TACC3 PPI	RAD54 branch	XiGFP reactiv	ERAP1 HTS inh	CFTR F508del cor	INS-1E GSIS act
N#CC12CC(=O)N1Cc1cnnn1-c1ccccc12 (centres undefined)	-12	-4	nt	12	0.0	-5	-1.4	13
CN(C)C(=O)Oc1cc(=O)n2c3c(cccc13)CCC2	nt	nt	15	-6	0.0	nt	nt	11
Cc1ccc(OCC(=O)N2CCN(Cc3ccc([N+](=O)[O-])cc3)CC2)cc1	-15	4	2	-6	0.1	0	-1.6	-33
O=C(O)[C@@H]1[C@@H](CO)[C@@H]2Cn3c(ccc(-c4cccnc4)c3=O)[C@H]1N2S(=O)(=O)c1ccccc1F	-2	-3	-8	10	0.1	2	-2.0	1
O=C(NCCN1CCC2(CC1)C(=O)NCN2c1ccccc1)c1ccc2ccccc2c1	-4	nt	nt	nt	0.0	5	-1.1	-12
COc1ccc(N=Cc2c(O)n(Cc3cccs3)c(=O)[nH]c2=O)cc1	-33	nt	nt	nt	0.1	-1	-0.1	-9
CC(=O)NCCc1c[nH]c2ccccc12	-5	-2	-25	-14	nt	-2	-1.5	9
CCCN1CCC(NC2CCC(O)CC2)CC1 (centres undefined)	2	-6	-4	-14	0.1	-4	1.5	8
Cc1ccc(S(=O)(=O)N2CC2(C)CCl)cc1 (centres undefined)	-7	nt	9	nt	0.0	3	3.3	-21
Cc1nc(SCc2c(Cl)cccc2Cl)nc(OC(=O)N(C)C)c1C	-7	-9	-3	5	0.0	nt	-2.1	nt
O=C(COC(=O)Cc1ccccc1)Nc1ccc(Cl)cn1	-15	0	-2	-10	-0.2	6	-2.7	-9
C=C(C)[C@@H]1C2C(=O)O[C@H]1[C@H]1OC(=O)[C@@]34OC3C[C@]2(O)[C@@]14C (some centres undefined)	-4	13	-2	-4	-0.3	-1	3.1	3
C[C@]12CC[C@H]3[C@@H](CC[C@]4(O)C[C@@H](O)CC[C@]34C=O)[C@@]1(O)CC[C@@H]2C1=CC(=O)OC1	6	0	-4	-10	-0.1	1	-2.8	0
C/C=C/c1ccc([C@H]2[C@H]3CN(C(=O)Cc4ccncc4)CCCCN3[C@H]2CO)cc1	-29	-6	-2	-4	0.0	3	3.5	12
Cc1ccc(-n2nc(C)cc2NC(=O)COc2cc(C)cc3oc(=O)c4c(c23)CCC4)cc1	nt	-7	-5	-1	nt	nt	nt	0
CC[N+](CC)(CC)CC	-12	3	1	-4	0.4	-3	-16	nt
Cn1c(O)c(C=NC2C(=O)C3(C)CCC2C3(C)C)c(=O)n(C)c1=O (centres undefined)	nt	-3	2	10	nt	nt	nt	3
C[C@]12CC[C@@H](O)CC1=CCC1C2CC[C@@]2(C)C1C[C@@H](F)[C@@H]2O (some centres undefined)	4	10	0	0	-0.1	14	0.5	19
C[N+]1(C)C2CCC1CC(OC(=O)c1ccco1)C2 (centres undefined)	-9	-5	-6	-6	0.0	7	-2.2	5
CCOC(=O)C1(c2ccccc2)CCN(CC(=O)c2ccc(NC(C)=O)cc2)CC1	-25	-11	5	2	0.1	5	-0.4	5
C[N+]1(C)CCN(c2ccccc2)CC1	-5	1	-3	1	0.3	6	1.6	0
O=C(OCc1ccccc1)N1CCC2CC1c1cc(N3Cc4ccccc4-n4nncc4C3)ccc12 (centres undefined)	-24	77*	nt	4	-0.1	0	-2.2	3
COc1ccc(CNC(=O)C(NC(C)=O)C(C)C)cc1OC (centres undefined)	-2	1	1	5	0.1	2	-1.7	17
Cc1ccc2c(c1)C1CN(C)CCC1N2C(=O)/C=C/c1ccc2c(c1)OCO2 (centres undefined)	7	6	nt	4	0.0	2	nt	3
CCC(c1nnnn1Cc1ccccc1)N1CCC2(CC1)C(=O)NCN2c1ccccc1 (centres undefined)	1	-4	nt	-8	0.0	nt	-0.6	-11
CC(C)CN1CCN(Cc2ccc(C(F)(F)F)cc2)CC1CCO (centres undefined)	-2	7	3	-1	-0.1	-2	0.0	nt
C=CCc1cc(OC)c2c(c1)OCO2	-2	5	-6	3	nt	0	-3.4	9
CCc1cc(=O)[nH]c(SCCCF)n1	-7	nt	7	nt	0.0	-1	-0.8	-5
COc1cccc(CN2CCNCC2)c1	-5	1	2	4	0.0	0	-1.5	14
CC(=O)Nc1ccc(CC(=O)N2CCN(Cc3ccccc3)CC2)cc1	-10	5	-2	12	0.0	3	-0.4	0

Next entries:
SMILES	RAD52 anneal inh	esBAF inh	ARNT TACC3 PPI	RAD54 branch	XiGFP reactiv	ERAP1 HTS inh	CFTR F508del cor	INS-1E GSIS act
CCOC(=O)c1cc2c(cn1)[C@@H](CCO)NC2	-13	2	55*	-8	0.3	3	-1.7	10
COC(=O)[C@@H]1[C@@H](CO)[C@@H]2Cn3c(ccc(/C=C/c4ccccc4)c3=O)[C@H]1N2C(=O)C1CC1	10	-4	-3	5	0.4	-2	nt	-9
O=S(=O)(NC1CCCCC1)OCC(Cl)(Cl)Cl	-32	9	1	0	0.0	-3	7.1	nt
CC(=NCc1ccco1)c1c(O)n(-c2ccc(C)cc2)c(=O)[nH]c1=O	-11	nt	-5	nt	0.3	-1	-1.2	8
C=CCn1c(O)c(C(CC)=NCC2CCCO2)c(=O)[nH]c1=O (centres undefined)	2	nt	-8	nt	0.3	-1	0.3	nt
C[C@]12CC[C@H]3[C@@H](CCC4=CC(=O)CC[C@@]43C)[C@@H]1CC[C@@H]2O	-3&-3	5&8	-2&2	-8&-11	nt	2&-3	-1.8&-0.4	-17&8
COc1cc2c3cc1Oc1cc(ccc1O)C[C@@H]1c4c(cc(OC)c(O)c4Oc4ccc(cc4)C[C@H]3N(C)CC2)CCN1C	52*	3	6	31	-0.1	1	-2.8	-13
CCOC(=O)C1CCN(C=C2C(=O)N(C)C(=S)N(C)C2=O)CC1	nt	0	3	-8	0.2	nt	nt	20
COC(=O)[C@@H]1[C@@H](CO)[C@@H]2Cn3c(ccc(-c4ccccc4F)c3=O)[C@H]1N2Cc1cccnc1	1	-2	-5	2	0.5	0	-0.1	-1
COC(=O)C1=C(c2cccc(OC)c2OC)C[C@@H]2CC[C@H]1N2C(=O)N1CCOCC1	-5	-11	nt	7	-0.1	-5	2.9	-3
O=C(c1ccc(CNS(=O)(=O)c2ccc(Br)cc2)cc1)N1CCC2(CC1)OCCO2	4	-2	-3	1	0.0	2	1.7	3
O=C(c1ccccc1)N1CCC2(CC1)OCCO2	-7	12	-6	0	-0.1	6	0.2	-6
CN1C(=O)N(C)C(=O)C2(Cc3cc(NC(=O)c4ccccc4)ccc3N3CCCC32)C1=O (centres undefined)	-20	2	5	0	0.2	0	-1.1	14
COc1cc(C(O)CN)ccc1O (centres undefined)	-3	0	3	-4	0.0	0	-0.9	7
COc1ccccc1CC1/C(=N/O)C2CCN1CC2 (centres undefined)	6	-4	-10	-6	nt	-4	-1.0	6
COC(=O)c1cn(C(=O)c2cccc3ccccc23)c2ccccc12	-13	nt	-3	nt	0.0	nt	?	nt
O=C(Cc1ccccn1)N1CCCCN2[C@H](CO)[C@H](c3ccc(C#Cc4ccccc4)cc3)[C@H]2C1	3	nt	9	-11	0.0	0	-2.3	11
Cc1cccc(S(=O)(=O)N2[C@@H]3Cn4c(ccc(-c5cccc(F)c5)c4=O)[C@H]2[C@@H](C(=O)O)[C@@H]3CO)c1	nt	-3	nt	nt	0.0	nt	-0.2	11
Cc1cccc(NP(=O)(Oc2ccccc2F)Oc2ccccc2F)c1C	-16	nt	-9	0	-0.1	0	2.2	-5
Cc1ccc2nc3c(cc2c1)CC1(C(=O)N(C)C(=O)N(C)C1=O)C1CCCCN31 (centres undefined)	nt	23	2	0	nt	nt	nt	-3
O=C(Cc1c[nH]c2ccccc12)NNCc1ccc(N(CCCl)CCCl)cc1	-84	2	-1	-30	0.2	-1	-0.5	-13
COC(=O)C1=C(c2cccc(OCc3ccccc3)c2)C[C@@H]2CC[C@H]1N2C(=O)NCCCc1ccccc1	-5	18	-1	6	0.1	-2	-2.5	-4
O=C1NC(=O)N(c2cccc(Cl)c2)C(=O)/C1=C\c1ccc(Sc2nc3ccccc3[nH]2)o1	-351	nt	nt	nt	0.5	6	-2.2	-8
O=[N+]([O-])c1ccc(C(=Nc2ccccc2)N2CC2)cc1	1	13	nt	nt	0.0	3	-1.3	28
C[C@]12CCC3C(CC[C@H]4C[C@@H](O)CC[C@]34C)C1=CC[C@@H]2O (some centres undefined)	-4	0	nt	-12	-0.1	-2	1.1	nt
CC1=CC2OC3CC4OC(=O)C=CC=CC(C(C)O)OCC(O)C5(C)OC5C(=O)OCC2(CC1O)C4(C)C31CO1 (centres undefined)	-11	nt	-1	nt	0.0	0	-0.6	-33
Clc1ccc(-c2nc3ccc(Cl)cn3c2CN2CCCCC2)cc1	-13	28	1	13	0.0	1	5.8	-5
C#CC1(O)CCC2C3CCC4=CC(=O)CCC4=C3C=CC21C (centres undefined)	-20	-5	-1	-10	0.6	-4	1.4	-6
Cc1ccccc1C(=O)NCCN1CCC2(CC1)C(=O)NCN2c1ccccc1	4	nt	nt	nt	0.0	-2	-2.8	19
CC1(O)CCC2C3CCC4=CC(=O)CCC4(C)C34OC4CC21C (centres undefined)	-6	7	-3	1	0.2	-1	-1.6	1
Cc1nc2ccccc2c(=O)n1-c1ccc([N+](=O)[O-])cc1	-1	35	5	5	0.2	0	2.1	-1
CCCOC(=O)Nc1ccc([As](=O)(O)O)cc1NC(=O)OCCC	12	-5	1	-7	0.0	-3	2.9	14
